High-throughput results as filed in PubChem BioAssay.
TSHR antagonist: human thyrotropin receptor antagonism; TSHR-expressing cells, TSH-stimulated cAMP HTRF, 2 h; stronger effect = lower value; activity change, negative = inhibition, % at 11.5 µM; hit rate 0.2% among 330,000; AID 504810;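 active = activity change below a set negative limit, meaning inhibition stronger than a set level, cut at about -70% in these data; inconclusive = activity change between two set negative limits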; note: % is set by controls: 0 for no effect and ±100 for the full control effect
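TSHR-expressing cells were treated with compounds, then stimulated with TSH at EC80 (4nM final) for 2 hours at 37 deg C. Cellular cAMP was measured by HTRF competition between lysate cAMP and cAMP-d2 for a cryptate-labelled anti-cAMP antibody.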
AT treatment: potential ataxia-telangiectasia treatments restoring KAP-1 phosphorylation | […] A-T fibroblasts, KAP-1 phosphorylation AlphaLISA; neocarzinostatin DNA damage 30 min before lysis | Potency, µM (series often up to 57.5 µM), without a hit: at the highest dose activation, actives largely listed as activators | hit rate 0.19% among 320,000; note: potency is the fitted concentration of half-maximal effect; % of control where 0% means no effect; nearly all actives have a fitted effect of over 45% in size
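ATM-like activity read as KAP-1 phosphorylation via AlphaLISA donor/acceptor antibody pairs after lysis and 6 hr at 25C. Cells were ATM-null patient fibroblasts ([…], hTERT), dosed 60 min, then exposed to the DSB inducer NCS for 30 min.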
Giardia kill: Giardia lamblia killing | Giardia lamblia trophozoite viability | activity change, % at 7.66 µM, hits read low | hit rate 0.15% among 340,000 | AID 540267; in the data active = activity change below about -80%; inconclusive = between about -30% and that limit;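 note: parasites exposed to compound for two days anaerobically before the ATP read; % is set by controls: 0 for no effect and ±100 for the full control effect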
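Anaerobic 48 hrs incubation at 37 deg C of 100 trophozoites/well with test compounds; ATPLite 1-Step luminescence, 15-30 min RT, reports cellular ATP as viability.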
GALK inhibitor: galactokinase (human) inhibition; Purified GALK, Kinase-Glo residual ATP luminescence; Potency, µM (highest dose often 57.5 µM), inactives show top-dose activity change, negative = inhibition, actives largely listed as inhibitors; hit rate 0.007% among 270,000; note: potency is the fitted concentration of half-maximal effect; % is set by controls: 0 for no effect and ±100 for the full control effect
Target sequence (P51570 whole entry, looked up): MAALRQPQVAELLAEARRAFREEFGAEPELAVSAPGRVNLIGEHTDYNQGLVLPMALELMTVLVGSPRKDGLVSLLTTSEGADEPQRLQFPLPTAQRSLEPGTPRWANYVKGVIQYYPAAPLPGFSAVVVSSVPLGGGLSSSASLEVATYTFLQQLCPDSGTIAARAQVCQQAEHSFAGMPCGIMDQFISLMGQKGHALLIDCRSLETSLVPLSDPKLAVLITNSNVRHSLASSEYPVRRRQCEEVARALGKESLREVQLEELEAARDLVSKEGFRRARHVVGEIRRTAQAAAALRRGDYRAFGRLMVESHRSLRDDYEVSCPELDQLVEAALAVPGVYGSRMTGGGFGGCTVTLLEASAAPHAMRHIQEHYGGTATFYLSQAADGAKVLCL
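Human GALK (5 nM) with 35 uM ATP and 100 uM galactose in 20 mM HEPES pH 8.0, 5 mM MgCl2, 60 mM NaCl, 1 mM DTT, 0.01% BSA. After 1 h at room temperature, leftover ATP was read by Kinase-Glo Plus luminescence.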
Tb PFK block: T. brucei PFK enzyme inhibition | Potency, µM (series often up to 57.5 µM), for inactives: top-dose activity, negative = inhibition, actives largely listed as inhibitors | hit rate 0.17% among 330,000 | AID 485367 | T. brucei PFK, ADP-Glo luminescence;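 note: potency is the fitted concentration of half-maximal effect; 0% = uninhibited 1x PFK enzyme wells and -100% = no-enzyme wells; nearly all actives have a fitted effect of over 60% in size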
Target sequence (O15648 whole entry, looked up): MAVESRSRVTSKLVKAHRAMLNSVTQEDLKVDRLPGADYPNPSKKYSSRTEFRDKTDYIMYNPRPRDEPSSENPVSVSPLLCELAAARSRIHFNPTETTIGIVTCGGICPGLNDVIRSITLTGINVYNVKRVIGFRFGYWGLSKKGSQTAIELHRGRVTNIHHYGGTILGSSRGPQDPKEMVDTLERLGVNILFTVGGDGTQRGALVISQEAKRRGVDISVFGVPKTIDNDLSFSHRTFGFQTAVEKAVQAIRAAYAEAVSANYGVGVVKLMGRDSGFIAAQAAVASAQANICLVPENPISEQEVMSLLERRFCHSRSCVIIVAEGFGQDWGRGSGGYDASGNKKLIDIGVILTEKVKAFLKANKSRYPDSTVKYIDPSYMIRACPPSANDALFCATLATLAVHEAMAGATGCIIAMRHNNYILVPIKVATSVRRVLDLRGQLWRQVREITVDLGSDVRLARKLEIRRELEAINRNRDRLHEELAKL
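ADP-Glo luminescence quantified ADP after 45 min at room temperature, with 1.25 nM T. brucei PFK, 0.1 mM ATP and 0.5 mM fructose-6-phosphate in pH 8.0 TEA buffer. qHTS titrations up to 57 µM; curves classified by quality.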
Coupling enz: inhibits coupling enzyme system, counter-screen for aldolase hits; activity change, negative = inhibition, % at 58.2 µM, hits read low; hit rate 0.67% among 290,000; AID 2472; coupling enzyme system counterscreen, AmpLite Red fluorescence; in the data active = activity change below about -30%; note: % is set by controls: 0 for no effect and ±100 for the full control effect
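Counterscreen of the coupled detection system alone, without aldolase: glyceraldehyde-3-phosphate coupling enzymes plus AmpLite Red readout. Compounds at 57.5 uM final, 10 min RT preincubation, 20 min RT reaction, fluorescence 525/598 nm.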
TCR activator: activates T cell receptor signaling. AID 504894. Potency, µM (titrated, usually from 9.22 µM), for inactives: at the top dose activation of IL-2 secretion, usual class: activators. 330,000 tested, under 10 active. primary human leukocytes, anti-CD3, IL-2 HTRF, 48 h; note: % of control where 0% means no effect
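IL-2 release read by HTRF sandwich (Eu cryptate donor, d2 acceptor, 665 nm emission) after 48 hr exposure of primary human leukocytes to compound together with anti-CD3 beads in the absence of co-stimulatory signals.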
MLL CXXC-DNA inh: inhibitors of human MLL CXXC domain-DNA interaction; MLL-CXXC / FITC-HOXA9 DNA fluorescence polarization; Potency, µM (series often up to 115 µM), for the others: top-dose activity change, negative = inhibition, actives largely listed as inhibitors; hit rate 0.037% among 290,000; active = well fitted inhibition curve with a large enough effect in the polarisation, with a control signal flat, not every such curve was filed as active; inconclusive = small, poorly fitted or top-dose-only effect, or effect the other way, or a change in a side signal; inactive = no such curve, though single readings can be large or run the other way; the % refers to the polarisation; note: potency is the fitted concentration of half-maximal effect
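Fluorescence polarization: 7 uM MLL-CXXC (stock) preincubated 5 min with compounds, then 50 nM fluorescein-HOX-A9 DNA (stock) added; 30 min ambient. Buffer 50 mM Tris-HCl pH 7.5, 50 mM NaCl, 1 mM DTT, 0.05% BSA.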
Chronic BCR inh: chronic active BCR signaling inhibition; hit rate 0.05% among 340,000; ABC-DLBCL IkBa-CBG/CBR reporter, luminescence ratio, 4 h; Potency, µM (doses to about 46.1 µM), for inactives: at the highest dose ratio change, negative = lower green/red ratio, usual class: inhibitors; active = well fitted inhibition curve with a large enough effect in the signal ratio, with a control signal flat, not every such curve was filed as active; inconclusive = small, poorly fitted or top-dose-only effect, or effect the other way, or a change in a side signal; the % refers to the signal ratio;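 note: potency is the fitted concentration of half-maximal effect; plate controls were basal doxycycline-induced cells for no effect and cells given 10 µM MG132 for full effect; MG132 reads +100%, hits lower the ratio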
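TMD8 ABC-DLBCL cells carrying doxycycline-inducible green luciferase fused to IkappaBalpha plus unfused red luciferase were exposed to compounds (up to 46 uM) for 4 hrs at 37C. Activity came from the overlap-corrected green/red luminescence ratio.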
KCNH2 WT inh: inhibitors of human wildtype KCNH2 potassium channel; AID 720551; Q12809; U2OS, BacMam KCNH2, thallium flux FluxOr; stronger effect = lower value; hit rate 0.37% among 340,000; activity change, % at 1.84 µM;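 active = maximum activity change below -70%; inconclusive = maximum activity change between -70% and -50%; inactive = maximum activity change above -50%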; note: % is set by controls: 0 for no effect and ±100 for the full control effect
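U2OS cells were transduced with wild-type KCNH2 virus (2.03 x 10^8 / mL) for 4 h at room temperature, then cultured overnight at 37 C. Thallium flux was read with FluxOr dye. Rate constants were normalized to DMSO controls.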
The depositor's hits bear a star; ? = inconclusive; / = not tested or not shown; [ ] = another dose, or the depositor's remark. Unless noted, calls come from the whole dose curve; as a rule, active = well fitted curve in the direction sought with a large enough effect; inconclusive = small, poorly fitted or top-dose-only effect, or another doubt; inactive = no such curve, though single readings can be large; an effect the other way counts as inactive or inconclusive. Rows are unselected. About 1.6% of those tested had a hit in this group.

SMILES	TSHR antagonist	AT treatment	Giardia kill	GALK inhibitor	Tb PFK block	Coupling enz	TCR activator	MLL CXXC-DNA inh	Chronic BCR inh	KCNH2 WT inh
O=C(Nc1nccs1)c1ncc(Cl)c(Cl)c1Cl	-1	-5%	3	7%	-1%	-1	-2%	16%	?	-6
Cc1ccc(Cn2c(NS(=O)(=O)c3ccccc3)nc3ccccc32)cc1	-8	4%	2	-3%	-1%	-1	/	4%	3%	-2
Fc1ccccc1-c1nc(-c2ccncc2)no1	13	-7%	1	5%	-5%	1	-7%	35%[activator]	?	-8
O=C(Oc1cccc(C(=S)N2CCCCC2)c1)c1ccccc1	9	14%	-7	0%	-4%	-2	2%	119%[activator]	-19%	-11
Cc1[nH]c2ccccc2c1/C=N/NC(=O)CNC(=O)COc1ccccc1	-1	-1%	17	8%	-3%	1	/	0%	1%	-13
O=C(Nc1cccc(C(F)(F)F)c1)c1c(O)c2ccccc2[nH]c1=O	18	4%	26	0%	-21%	0	/	-25%	11%	0
COC(=O)c1ccccc1NC(=O)COc1ccccc1[N+](=O)[O-]	-2	0%	7	0%	7%	-3	-38%	10%	?	-4
O=C(COC(=O)c1cc(=O)[nH]c2ccccc12)NCc1cccs1	1	-9%	-14	7%	0%	3	1%	-2%	1%	0
COC(=O)c1ccccc1NC(=O)Oc1ccc(C(C)C)cc1	12	-5%	-11	-4%	-4%	-1	1%	-5%	-4%	-10
COc1ccc(S(=O)(=O)N(C)CC(=O)NCc2ccccc2)cc1OC	8	0%	-7	-4%	1%	5	-5%	19%	4%	3
CC(=O)N1c2ccc(S(=O)(=O)NCCC(=O)NCCc3ccc(Cl)cc3)cc2CC1C (stereo not given)	4	4%	-19	-2%	-1%	1	9%	0%	?	-17
CC(C)(C)OC(=O)C[C@H]1C/C=C\C[C@@H](CC(=O)N(CCO)Cc2ccccc2)C(=O)N[C@H](C(C)(C)C)COC1=O	-6	13%	?	/	4%	/	8%	/	-1%	4
COc1cccc(CNC(=O)c2ccc(CS(=O)c3ccccc3)o2)c1 (stereo not given)	-2	0%	0	9%	-2%	-1	-4%	29%	-6%	0
Clc1ccc(-n2cnnn2)cc1	2	0%	49[activator]	0%	-4%	-2	8%	5%	?	-7
CN(C)C(=O)c1ccc(N/C=C(\C=O)c2nc3ccccc3o2)cc1	0	7%[11.5 µM]	20	1%	-1%	4	/	?	2%	0
CCOC(=O)N1CCC(NC(=O)C2=CCN(S(=O)(=O)c3ccccc3)CC2)CC1	-2	0%	-4	0%	-1%	-1	-2%	1%	-7%	2
O=C(c1cc2nc(-c3ccco3)cc(C(F)(F)F)n2n1)N1CCN(c2ccccn2)CC1	-7	2%	8	0%	0%	1	3%	-10%	?	2
CCCn1c(C)nc2c(c1=O)c1nc3ccccc3nc1n2CCC1=CCCCC1	-4	-1%	-1	3%	4%	-1	9%	-1%	-5%	-8
O=C(COC(=O)c1ccc(F)cc1F)Nc1ccc(Cl)cn1	6	2%	-4	/	-3%	/	1%	/	1%	-4
O=C(CCN1CCCCC1)NCNC(=O)CCN1CCCCC1	-1	-2%	2	0%	-8%	0	0%	8%	5%	-3
O=C(CCC(=O)Nc1ccccc1)NNS(=O)(=O)c1ccc(Cl)cc1	-6	2%	4	0%	2%	/	-3%	2%	?	-27
COCCNc1ncnc2nc[nH]c12	2	-2%	-3	1%	0%	2	/	-13%	-10%	-3
S=C1NCN(Cc2cccnc2)CN1c1cccc(Cl)c1	5	3%	5	1%	2%	1	5%	4%	0%	2
Clc1ccccc1-c1nn2c(-c3ccncc3)nnc2s1	-4	-3%	-3	-2%	-6%	6	-1%	-1%	?	-6
O=C(O)CC/C(=N\Nc1ccc(S(=O)(=O)N2CCOCC2)cc1[N+](=O)[O-])c1cccs1	-14	-18%	7	6%	3%	10	3%	-22%	5%	-3
Cc1nnc(NC(=O)CSCc2ccccc2)s1	15	17%	-22	-1%	0%	-5	2%	-4%	0%	0
O=C(NCc1ccc(F)cc1)C1CC(=O)N(C2CCCCCCC2)C1 (stereo not given)	0	2%	18	-9%	0%	0	-1%	15%	5%	-14
COC(=O)CC(c1ccc(OC)c(OC)c1)c1ccc(OC)c(OC)c1	12	-1%	-11	0%	-5%	1	4%	-14%	-17%	-212*
O=c1cc(N2CCC3(CC2)OCCO3)[nH]c(=O)n1C1CCCCC1	9	-9%	-2	7%	2%	2	-11%	2%	1%	-1
CCN1CCN(CC(=O)c2c(C)n(C)c3ccc(OC)cc23)CC1	-5	-2%	-19	0%	0%	-3	7%	-4%	0%	-2
CC(C)OC(=O)CC(=O)CSc1nc2c(cc1C#N)CCCCCC2	-5	13%	-16	-3%	1%	0	4%	-8%	18%	-1
Cc1cccc(/C=N/NC(=O)c2ccc(NC(=O)c3cccc(Cl)c3)cc2)n1	-4	-5%	4	-1%	-15%	3	0%	5%	24%	-7
CN1CCC(N(C)C(=O)c2ccc(Cl)c(S(=O)(=O)N(C)c3ccc(Cl)cc3)c2)CC1	12	-3%	7	/	0%	/	-4%[46.1 µM]	/	-11%	11
COc1ccccc1OCC(=O)Nc1ccc(C(N)=O)cc1	0	0%	12	-2%	2%	3	3%	4%	-9%	-14
CC(C)c1nc(SCC(=O)Nc2nc3c(s2)CCCC3)c2ccccc2n1	-7	2%	-14	-2%	-4%	-2	-8%	5%	?	-8
CC(=O)N/N=C/C1=CCC2CC1C2(C)C (stereo not given)	-10	17%	-17	6%	-5%	2	-2%	4%	0%	-1
O=S1(=O)C=C(SCc2ccc(F)cc2)Nc2ccccc21	3	2%	19	9%	3%	0	0%	15%	0%	-1
CC(C)NC(=O)C1CCCN(S(=O)(=O)c2cccs2)C1 (stereo not given)	9	1%	-5	3%	-4%	-1	-1%	-12%	16%	3
Cc1cccc(/C=C/c2nc3ccccc3c(=O)n2Cc2ccccc2)c1	27	1%	4	0%	-3%	0	-1%[46.1 µM]	19%	?	8
c1ccc(CN(Cc2ccco2)C(c2ccncc2)c2nnnn2C2CCCC2)cc1 (stereo not given)	-12	1%	2	0%	3%	-26	2%	0%	9%	0
CC1CN(c2c3c(nc4ncnn24)CCCC3)CC(C)O1 (stereo not given)	-4	9%	5	0%	-4%	0	-6%	-1%	7%	10
CC(C)CC(NC(=O)CCl)c1ccccc1 (stereo not given)	-7	2%	7	-5%	-1%	-2	-6%[46.1 µM]	0%	?	-1
CC(C)NC(=O)C1CCN(c2ccc(S(=O)(=O)N3CCOCC3)cc2Cl)CC1	15	11%	6	-3%	2%	0	-19%	-3%	1%	0
COc1ccccc1C(=O)Nc1ccnn1C1CCN(Cc2ccc3nonc3c2)CC1	-4	8%	-13	0%	0%	1	1%	-3%	-5%	4
O=C(Nc1nc(-c2ccco2)c(-c2ccco2)s1)c1c(F)cccc1Cl	-33	1%	12	/	-8%	/	/	/	?	-8
CCN(C(=O)CSc1nnnn1-c1ccccc1)C1CCS(=O)(=O)C1 (stereo not given)	6	4%	11	11%	2%	0	-6%	-12%	-2%	5
Cc1ccc(C(c2nnnn2Cc2ccccc2)N2CCN(Cc3ccccc3)CC2)cc1 (stereo not given)	9	/	4	-2%	-1%	0	-11%[46.1 µM]	-4%	?	-77*
CC(C)Cc1nnc(NC(=O)CCC(=O)NC2CCCCCC2)s1	-7	1%	-5	-1%	1%	-1	8%	1%	-1%	-2
Cc1ccc(S(=O)(=O)c2cn(C)c3cc(N4CCN(C)CC4)c(F)cc3c2=O)cc1	2	14%	7	-2%	0%	1	6%	42%[activator]	?	-9
Brc1ccc(/C=N/c2nc3ccccc3n2CCN2CCOCC2)cc1	9	0%	2	0%	3%	0	2%[46.1 µM]	-2%	1%	60

(more compounds)
SMILES	TSHR antagonist	AT treatment	Giardia kill	GALK inhibitor	Tb PFK block	Coupling enz	TCR activator	MLL CXXC-DNA inh	Chronic BCR inh	KCNH2 WT inh
COc1cccc(N2CCN(C(=O)CN(C)S(=O)(=O)c3ccc4c(c3)c(=O)n(C)c(=O)n4C)CC2)c1	-5	0%	-14	-1%	0%	2	2%	-1%	-2%	3
C=C(C)COc1ccc(-c2ncnc(C(F)(F)F)c2-c2ccccc2)c(O)c1	-8	9%	5	/	-9%	-7	0%	0%	-1%	4
COc1cc(OC)c(C(=O)Nc2ccc(C(=O)c3ccccc3)cc2)cc1OC	-5	1%	-13	-1%	0%	1	7%	-8%	?	-2
O=C(N/N=C\c1cn[nH]c1-c1ccccc1)c1cccs1	-3	-6%	1	3%	10%	1	2%[46.1 µM]	6%	?	6
CCC(=O)Nc1ccc(Br)cn1	-5	1%	-9	0%	2%	1	-2%	0%	8%	0
